# Assay outcomes (PubChem BioAssay)
# EPAC2 antagonist = EPAC2 (human) antagonism; EPAC2 GEF exchange of Rap1B-BODIPY-GDP, fluorescence; Potency, µM (highest dose often 114 µM), for the others: at the highest dose activity, negative = inhibition, hits mostly inhibitors; actives 0.18% (n = 360,000); also: potency is read from the fitted curve at half-maximal effect; % is scaled to controls: 0 for no effect and ±100 for the full control effect; nearly all actives have a fitted effect of over 45% in size; many of its hits are not listed in these tables
# Target sequence (Q8WZA2 whole entry, looked up): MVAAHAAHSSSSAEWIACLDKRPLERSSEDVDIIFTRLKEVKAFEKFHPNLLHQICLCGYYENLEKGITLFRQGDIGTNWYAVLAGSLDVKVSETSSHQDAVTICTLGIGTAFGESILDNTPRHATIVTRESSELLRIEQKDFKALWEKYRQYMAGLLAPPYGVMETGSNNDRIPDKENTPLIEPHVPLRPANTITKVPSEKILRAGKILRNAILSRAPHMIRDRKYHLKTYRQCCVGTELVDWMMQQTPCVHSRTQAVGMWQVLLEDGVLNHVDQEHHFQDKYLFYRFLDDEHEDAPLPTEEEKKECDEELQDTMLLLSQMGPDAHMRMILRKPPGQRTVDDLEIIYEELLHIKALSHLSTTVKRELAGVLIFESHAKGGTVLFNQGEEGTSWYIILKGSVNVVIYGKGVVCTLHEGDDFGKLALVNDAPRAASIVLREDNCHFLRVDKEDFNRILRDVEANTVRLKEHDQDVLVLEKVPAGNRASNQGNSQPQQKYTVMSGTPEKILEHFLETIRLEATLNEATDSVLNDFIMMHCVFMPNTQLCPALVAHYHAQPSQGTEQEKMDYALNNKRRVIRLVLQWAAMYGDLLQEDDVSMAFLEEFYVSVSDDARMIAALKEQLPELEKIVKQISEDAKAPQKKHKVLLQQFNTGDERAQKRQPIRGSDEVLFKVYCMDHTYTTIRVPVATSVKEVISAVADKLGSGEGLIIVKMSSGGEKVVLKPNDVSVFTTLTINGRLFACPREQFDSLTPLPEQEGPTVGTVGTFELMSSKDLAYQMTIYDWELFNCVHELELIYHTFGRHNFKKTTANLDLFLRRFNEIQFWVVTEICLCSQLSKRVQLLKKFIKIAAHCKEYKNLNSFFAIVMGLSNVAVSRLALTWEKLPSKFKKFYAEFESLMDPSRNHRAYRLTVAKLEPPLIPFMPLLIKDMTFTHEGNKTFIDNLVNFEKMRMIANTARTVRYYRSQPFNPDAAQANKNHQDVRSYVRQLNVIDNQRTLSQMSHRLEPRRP
# Mm-Cpn inhibitor = blocks the Methanococcus maripaludis chaperonin Mm-Cpn; purified Mm-Cpn ATPase, ADP Transcreener TR-FRET; Potency, µM (series often up to 76.9 µM), without a hit: at the top dose activity, negative = inhibition, hits mostly inhibitors; actives 0.031% (n = 330,000); also: potency is read from the fitted curve at half-maximal effect; % is scaled to controls: 0 for no effect and ±100 for the full control effect; nearly all actives have a fitted effect of over 80% in size
#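 25 nM Mm-CPN + cpd, 10 min 37°C; + 10 uM ATP, 30 min 37°C; buffer 30 mM Tris pH 7.4, 100 mM KCl, 5 mM MgCl2, 1 mM DTT; Transcreener ADP HTRF detection 30 min RT.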
# CCT modulator = cytosolic chaperonin activity modulation. purified chaperonin ATPase assay, HTRF ADP detection, 30 min. activity change, % (concentration not given with the values), hits read low. actives 0.3% (n = 360,000). AID 651819; in the data active = activity change below about -30%; also: % is scaled to controls: 0 for no effect and ±100 for the full control effect
#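 ATPase activity: ADP formed was measured by HTRF Transcreener (665/615 nm ratio) after 30 min at 37 deg C with 10 uM ATP. Compounds screened at one 76 uM concentration against 40 or 20 nM TRiC in Tris pH 7.4/KCl/MgCl2/DTT buffer.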
# Nrf2 inh = blocks Nrf2 signaling; A549 ARE-Fluc reporter, luciferase luminescence, 18-24 h; Potency, µM (titrated, usually from 46 µM), for inactives: top-dose activity change, negative = inhibition, hits mostly inhibitors; actives 2.1% (n = 360,000); AID 504444; also: potency is read from the fitted curve at half-maximal effect; % is scaled to controls: 0 for no effect and ±100 for the full control effect; nearly all actives have a fitted effect of over 60% in size
#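 In this cell-based qHTS, ARE-driven firefly luciferase in A549 cells reports Nrf2 activity; the luminescent signal after BugLite lysis is the measured value, with a prior CellTiter-Fluor read for cell health.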
# Akt phos inh = Akt phosphorylation inhibition; Neuro2A IGF-stimulated pAkt S473 HTRF, 20 min; stronger effect = lower value; activity change, % for hits at 50 µM; actives 0.32% (n = 360,000); AID 651550; in the data active = activity change below about -80%; inconclusive = mostly about -51% to -80%; also: % is scaled to controls: 0 for no effect and ±100 for the full control effect
#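 Neuro2A cells in DMEM with 0.5% FBS, overnight at 37 deg C, given compound at single 50 µM final, then IGF (6 nM final) for 20 min at 37 deg C. Lysed; phospho-Akt Ser473 by HTRF after 24 h, 665/615 ratio.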
# TGFb SMAD3 inh = TGF-b pathway inhibition | HepG2 CAGA-GFP TGF-b/SMAD3 reporter, GFP fluorescence, 18 h; TGF-beta stimulated, 500 pg/mL final | Potency, µM (series often up to 46.1 µM), for inactives: at the top dose activity, negative = inhibition, hits mostly inhibitors | actives 1.2% (n = 410,000) | AID 588855; also: potency is read from the fitted curve at half-maximal effect; % is scaled to controls: 0 for no effect and ±100 for the full control effect; nearly all actives have a fitted effect of over 65% in size
#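 Per well, imaged GFP fluorescence of HEPG2 CAGA-GFP cells gives the signal; cells get compound, then TGF-beta (500 pg/mL final), 18 h at 37 degrees C; %Activity versus -TGF-beta and +DMSO controls.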
# A549 tox = A549 cytotoxicity, counter-screen for Nrf2 inhibitors. AID 504648. Potency, µM (doses to about 46 µM), inactives show at the highest dose activity change, negative = cytotoxicity, hits mostly inhibitors. actives 0.16% (n = 390,000). A549 ARE-Fluc cells, CellTiter-Fluor viability, 18-24 h; also: potency is read from the fitted curve at half-maximal effect; % is scaled to controls: 0 for no effect and ±100 for the full control effect
#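 A549 ARE_Fluc cells in 5% FBS OPTI-MEM were exposed to compounds in concentration-response for 18-24 h at 37 deg C. Viability was read by CellTiter-Fluor fluorescence (Ex 405/Em 525) after 30 min, before the luciferase read.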
# Nrf2 activator = activators of Nrf2 (ARE) signaling; AREc32 ARE-luciferase reporter (MCF7-derived line), luminescence, 24 h; Potency, µM (titrated, usually from 46.1 µM), without a hit: at the highest dose activation, actives largely listed as activators; actives 0.31% (n = 410,000); also: potency is read from the fitted curve at half-maximal effect; % of control where 0% means no effect; nearly all actives have a fitted effect of over 65% in size
#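 ARE-driven firefly luciferase activity in AREc32 cells measured after a 24 hr compound exposure at 37 deg C, using Steady-Glo reagent and a 30 min room-temperature hold.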
# EPAC2 ag = activates human EPAC2 exchange factor. EPAC2 activation, biochemical qHTS; response scale: 100% = 6.5 mM cAMP response. Potency, µM (top dose mostly 154 µM), inactives show at the top dose activation, actives largely listed as activators. actives 0.079% (n = 360,000); also: potency is read from the fitted curve at half-maximal effect; nearly all actives have a fitted effect of over 50% in size
#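 Setup: EPAC2 100 nM, labeled Rap1B complex 250 nM, free GDP 50 uM. Compound titrations pinned in, brief spin, 5 min room temperature incubation. Kinetic fluorescence read over 30 min, normalized to 6.5 mM cAMP.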
# Active calls of the source: *; i = inactive; ? = inconclusive; / = no result given; [ ] = dose if it differs, or a comment. Unless noted, calls follow the shape of the dose curve; as a rule, active = well fitted curve in the direction sought with a large enough effect; inconclusive = small, poorly fitted or top-dose-only effect, or another doubt; inactive = no such curve, though single readings can be large; an effect the other way counts as inactive or inconclusive. A portion of the library; the hit share may differ from the screen's.
mol	EPAC2 antagonist	Mm-Cpn inhibitor	CCT modulator	Nrf2 inh	Akt phos inh	TGFb SMAD3 inh	A549 tox	Nrf2 activator	EPAC2 ag
Cc1ccc(C)c(N=Cc2cc3c(cc2[N+](=O)[O-])OCO3)c1	1%	-3%	1.4	17%	i	0%	-1%	-1.1%	1%
O=C(CCNC(=O)c1ccccc1Cl)Nc1ccncc1	-5%	2%	2.1	-18%	i	-8%	3%	-0.2%	6%
Cc1nc2cc(NC(=O)NCc3ccc4c(c3)OCO4)ccc2o1	9%	0%	-1.6	?	i	-3%	0%	-0.2%	4%
COC(=O)c1ccc(CSc2nc3ccccc3c(=O)n2C)o1	-21%	3%	-0.5	4%	i	-21%	2%	9.6%	13%
CCC1Oc2ccccc2N(CC(=O)NCCCN2CCN(c3ccc(OC)cc3)CC2)C1=O (stereo not given)	1%	-5%	-1.6	-1%	i	3%	-4%	0.2%	-4%
CCOC(=O)c1ccc(NC(=O)NS(=O)(=O)c2ccc(C)cc2)cc1	3%	1%	0.0	-16%	i	-10%	-9%	0.1%	-14%
COc1ccccc1OCc1cc(C(=O)N(C)CCC2CCOCC2)no1	5%	/	2.2	/	i	-9%	/	8.4%	4%
O=C(NCC1COCCO1)C1CCN(S(=O)(=O)c2ccccc2)CC1 (stereo not given)	1%	0%	-1.1	-22%	i	7%	2%[1.84 µM]	-0.4%	4%
O=C(COC(=O)c1ccc(Cl)c(S(=O)(=O)N2CCCCC2)c1)NCCc1ccccc1	-25%	0%	-1.2	10%	i	26%	8%	-0.5%	5%
CSc1nn(Cc2ccc(F)cc2)c(N)c1S(=O)(=O)c1ccc(Cl)cc1	/	/	/	?	/	10µM*	-2%	-0.6%	/
S=C(NCCCN1CCOCC1)N1CCN(c2cccc(Cl)c2)CC1	2%	0%	1.5	?	i	-3%	-6%	0.0%	1%
Nc1ccccc1Nc1cccc(C(F)(F)F)c1	?	0%	0.5	-12%	i	0%	0%	5.7%	-1%
CN(CCC(=O)Nc1cc(S(=O)(=O)N(C)C)ccc1Cl)CC(=O)Nc1ccc(F)cc1	-10%	1%	-3.3	-12%	i	2%	1%	3.6%	-19%
COc1ccc(C2C(C#N)=C(N)OC3=C2C(=O)CCC3)cc1Cn1cc([N+](=O)[O-])cn1 (stereo not given)	1%	-1%	-1.0	-5%	i	-5%	-6%	-0.4%	3%
O=C(Nc1ccc(Cl)cc1C(=O)N1CCCC1)c1cccc([N+](=O)[O-])c1	0%	-1%	1.9	-11%	i	-12%	5%	0.2%	-4%
COc1ccc(C2C3C(C)=NN=C3CC(C)(O)C2C(C)=O)cc1 (stereo not given)	7%	-2%[15.4 µM]	1.3	-6%	i	-2%	-2%	-0.3%	1%
CCNC(=O)C1(C)CCCN1C(=O)c1ccc(N(C)C)cc1 (stereo not given)	6%	/	-1.0	/	i	13%	/	-0.2%[9.22 µM]	8%
COc1ccc(NC(=O)Cc2nnc(SCC(=O)Nc3ccc(F)cc3)n2C)cc1	12%	-4%	0.1	7%	i	-2%	3%	2.7%	3%
Cc1cc(C)n2nc(SCC(=O)N(Cc3ccccc3)C3CCS(=O)(=O)C3)nc2n1 (stereo not given)	-7%	-2%	-1.9	5%	i	-4%	8%	-0.6%	11%
CC1CN(c2ccc(C(F)(F)F)cc2[N+](=O)[O-])CCN1S(C)(=O)=O (stereo not given)	4%	3%	-1.2	?	i	-8%	-9%	0.4%	0%
O=S(=O)(Nc1ccccc1N1CCOCC1)c1ccc(Cl)cc1	1%	0%	1.5	5%	i	-2%	1%	-0.1%	1%
O=C(CCN1C(=O)S/C(=C/c2ccc(Cl)cc2)C1=O)N1CCOCC1	-3%	0%	-0.1	-17%	i	?	8%	-0.2%	-3%
O=C(Nc1ccccc1)OCCOc1ccc(Cl)cc1Cl	-1%	/	1.6	-19%	i	-20%	5%	8.5%	12%
O=C1NC[C@H](c2ccccc2)OC(=O)[C@@H](Cc2ccc(F)cc2)C/C=C\C[C@H]1CC(=O)N(CCO)Cc1ccccc1	-15%	1%	0.0	?	i	?	?	-5.9%	0%
CCc1cc[n+](-c2nc3ccccc3nc2[N-]S(=O)(=O)c2ccc(Br)s2)cc1	?	-9%	1.7	-23%	i	59%[activator]	-20%	4.4%	3%
Cc1ccc(-n2c(C)n[nH]c2=S)cc1C	1%	-1%	-0.9	12%	i	17%	-6%	-0.2%	-1%
CCOc1ccc(NC(=O)CN(C)C(=O)C2CCN(c3ncnc4sc(C)c(C)c34)CC2)cc1OCC	-5%	-1%	-0.6	?	i	-65%	-7%	0.0%	7%
CC(OC(=O)c1cc2sccc2n1C)C(=O)NC(C)(C)C (stereo not given)	-10%	1%	-3.4	?	i	?	1%	-1.3%	-4%
O=C(Nc1ccc(OC(F)(F)F)cc1)C1CCCN(S(=O)(=O)c2cccnc2)C1 (stereo not given)	-4%	1%	-0.9	?	i	1%	-4%	0.3%	-6%
O=C(c1cnc2n(c1=O)CCS2)N1CCc2ccccc21	-3%	-2%	-0.7	-5%	i	-3%	5%	0.0%	8%
Oc1cc(Cc2ccccc2)cnc1CN1CCOCC1	6%	-2%	1.9	/	i	0%	1%	2.4%	8%
Cc1cc(-c2cc(C(=O)NCc3ccccc3)on2)nc(S(C)(=O)=O)n1	-4%	0%	-1.0	?	i	?	?	?	12%
Cc1cccc(NC(=O)CSc2nc3c(oc4ccccc43)c(=O)n2-c2ccc(F)cc2)c1	/	/	/	-16%	/	-28%	3%	0.3%	/
CC(C)[C@H](NC(=O)c1ccccc1)C(=O)OCC(=O)c1ccc(S(=O)(=O)N2CCCCC2)cc1	-9%	-2%	0.9	-15%	i	-5%	-2%	-0.6%	8%
Cc1cc2c(o1)CC(C)(C)CC2=O	0%	-1%	0.5	5%	i	0%	-3%	0.3%	5%
CCOC(=O)c1c(C)[nH]c(C(=O)OCC(=O)c2ccc(OC)cc2OC)c1C	-6%	-5%	1.0	-25%	i	-7%	2%	-0.7%	-1%
COc1ccc(Cl)cc1NC(=O)Nc1cc(C)on1	2%	2%	1.2	21%	i	-6%	12%	11%	0%
CCCn1c(SCC(=O)c2ccc(CC)cc2)n[nH]c1=O	8%	-5%	-2.1	-23%	i	5%	-9%	2.6%	-1%
CCCNC(=S)Nc1ccc(F)cc1F	-2%	2%	0.2	12µM*	i	-1%	1%	-0.3%	2%
O=C(NS(=O)(=O)Nc1ccc(Br)cn1)c1c[nH]c2ccccc12	-5%	3%	0.5	9%	/	5%	-7%	0.4%	6%
CC(NC(=O)CN1CCN(c2ncccn2)CC1)c1ccc(F)cc1 (stereo not given)	-2%	-2%	-1.5	2%	i	6%	4%	-0.4%	9%
O=C(c1cccc(F)c1)N1CCCN(C(=O)c2cccc(F)c2)CC1	7%	0%	-4.5	?	i	2%	-6%	-0.4%	2%
COc1ccc(NC(=O)c2sc(=O)n(Cc3cccc(C(F)(F)F)c3)c2C)cc1OC	-21%	/	2.7	/	i	?	/	-0.8%	0%
COc1ccc2[nH]cc(CCNC(=O)COc3ccc4ccc(=O)oc4c3)c2c1	-6%	-5%	0.8	-10%	i	-19%	0%	0.1%	8%
CC(Sc1nnc(-c2ccccc2F)n1C1CC1)C(=O)NCc1ccco1 (stereo not given)	0%	0%	0.5	1%	i	3%	2%	0.6%	-7%
Cn1cccc1C(=O)NCCc1ccccc1	5%	?	-1.2	?	i	-7%	2%	-1.3%	17%
O=C(Nc1ccc(N2CCOCC2)cc1)c1cc2c(s1)CCCCC2	-11%	1%	-4.8	8%	i	-8%	-1%	0.0%	11%
COc1cc(C(=O)OCCCc2cc3ccccc3c(=O)o2)cc(OC)c1OC	-12%	-1%	-1.0	-8%	i	-26%	1%	-0.9%	13%
CC(NC(=O)/C(C#N)=C/c1cccs1)c1ccccc1 (stereo not given)	-6%	0%	0.7	-6%	i	-8%	0%	5.6%	-1%
O=C(COC(=O)c1cc(S(=O)(=O)N2CCOCC2)c(Cl)cc1Cl)NC1CC1	-20%	1%	-1.9	-7%	i	-18%	-9%	0.4%	1%
C/C(=N\NC(=O)c1nnn(-c2nonc2N)c1-c1cccs1)c1cccc(O)c1	3%	2%	1.5	4%	i	4%	-5%	-0.3%	-5%
Cc1ccc(Cl)cc1NC(=O)CCn1cccc1	9%	2%	-1.1	5%	i	5%	2%	-0.5%	4%
O=C(N/N=C/C(Cl)=C/c1ccc([N+](=O)[O-])cc1)C(=O)Nc1ccc(C(=O)O)cc1	-1%	-1%	-1.0	8%	i	0%	-8%	19%	-1%
O=C(NCc1ccccc1)c1ccc2c(c1)CCN2S(=O)(=O)c1ccc(Cl)cc1	/	/	/	-10%	/	?	0%	0.7%	/
O=[N+]([O-])/C(C(=C(Cl)Cl)N1CCN(Cc2ccccc2)CC1)=C1\NCCN1Cc1ccc(Cl)nc1	0%	1%	0.5	?	i	-8%	-27%	-0.4%	-6%
Cc1ccc(-n2ncc(C(=O)NCCN3CCc4ccccc4C3)c2C2CCNCC2)cc1C	/	/	/	30%	/	15%	0%	1.0%	/
